From PubChem BioAssay
Peg3 promoter – Peg3 promoter-driven luciferase inhibitors, primary screen, cell-based, HeLa, luciferase luminescence | 1.7% of 360,000 active | AID 588405, 2011 | inhibition, % at 20 µM | HeLa PEG-Prom luciferase reporter, overnight;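 active means inhibition of at least 50% at 20 µM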
TWEAK Fn14 block – inhibitors of TWEAK-Fn14 signaling, primary screen, luciferase reporter cells, uHTS | TWEAK-stimulated Fn14 reporter cells, luciferase luminescence, 8 h | inhibition, % at 10 µM | 2% of 360,000 active; in the data active means inhibition above about 50%
aDG glyco up – activators of alpha-DG glycosylation, primary screen, uHTS, Pro5-aDG cells, AlphaScreen. alpha-DG glycosylation AlphaScreen (IIH6); 0% Pro5, 100% B10-LARGE cell signal. activation, % at 10 µM. 0.22% of 360,000 active. AID 624168, 2012;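 active means activation of at least 8% versus controls, or a plate z-score of at least 8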;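 further: Pro5 are CHO cells carrying HIG-tagged alpha-DG that lacks glycosylation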
NR2E3 ag-1 – inhibitors of NR2E3-RetCOR corepressor binding, primary screen, NR2E3 agonist project, biochemical, TR-FRET, GST-NR2E3, biotin-RetCOR. Photoreceptor-specific nuclear receptor (Homo sapiens), Q9Y5X4. 1536-well. inhibition of corepressor binding, % at 4.78 µM. 0.12% of 320,000 active. AID 2300, 2010;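 active means percent inhibition above the cutoff of mean plus 3 SD of all tested compounds, set per screening campaign, cut at about 20% in these data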;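 further: 0% = DMSO wells and 100% = biotin wells as full block of FRET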
Target sequence (Q9Y5X4 whole entry, looked up): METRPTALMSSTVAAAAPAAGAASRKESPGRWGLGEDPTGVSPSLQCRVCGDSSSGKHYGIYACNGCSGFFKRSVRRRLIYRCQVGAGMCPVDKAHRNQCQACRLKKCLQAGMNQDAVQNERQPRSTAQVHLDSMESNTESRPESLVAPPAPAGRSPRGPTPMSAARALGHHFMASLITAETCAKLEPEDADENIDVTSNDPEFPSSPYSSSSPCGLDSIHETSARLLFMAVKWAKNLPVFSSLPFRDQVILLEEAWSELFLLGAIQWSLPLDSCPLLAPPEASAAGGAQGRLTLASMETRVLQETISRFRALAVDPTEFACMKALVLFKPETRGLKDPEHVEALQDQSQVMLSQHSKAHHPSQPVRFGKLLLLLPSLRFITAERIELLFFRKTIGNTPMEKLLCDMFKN
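System: GST-tagged NR2E3 plus biotinylated RetCOR corepressor; Amount: 1.35 nM GST-tagged NR2E3 final; Dosing: single nominal compound dose of 4.8 µM; Schedule: 5 h incubation at 4 °C; Technique: TR-FRET with europium anti-GST and streptavidin-D2, 340 nm excitation; Controls: biotin wells as high control, 0.6% DMSO wells as low control.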
hiPSC survival – enhancers of single-cell hiPSC survival, primary screen, ATPlite luminescence; 0.044% of 360,000 active; survival enhancement, % at 20 µM; 100% = ROCK inhibitor wells, 0% = DMSO; in the data active means survival enhancement above about 18%;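 further: cells exposed to compounds for 16 hours before the ATP read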
Shn3 3UTR inh – reduction of Shn3 3'UTR firefly luciferase signal, primary screen, Schnurri-3 inhibitor project, cell-based, Clone20 osteoblasts, set 2 | 0.52% of 360,000 active | Clone20 osteoblast Shn3 3'UTR firefly luciferase, 24 h | AID 588674, 2011 | inhibition, % at 12.5 µM;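 active means mean inhibition of at least 75% with every replicate also reaching 75%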;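 further: 0% = median of neutral control wells and 100% = pilot-screen positive control compound; some compounds past the cut are filed as inactive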
NR2E3 ag-2 – NR2E3 agonists in two-hybrid cells, primary screen, cell-based, luminescence, CHO-S, Gal4-NCOR/VP16-NR2E3; Photoreceptor-specific nuclear receptor (Homo sapiens), Q9Y5X4; luciferase; inhibition of corepressor binding, % at 3.98 µM; 0.35% of 360,000 active; AID 602229, 2012;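 active means inhibition above the mean of all tested compounds plus 3 SD, cut at about 70% in these data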;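 further: 0% = DMSO with NR2E3 transfected cells and 100% = cells lacking NR2E3 construct; higher means lower luciferase signal from less NR2E3 corepressor binding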
HIF-2a block – HIF-2a reporter inhibitors, primary screen, luminescence, 786-0 RCC cells | 786-0 RCC cells HIF-2a reporter, luciferase luminescence, overnight | 0.72% of 360,000 active | inhibition, % at 18.8 µM;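 active means inhibition of the luminescence signal of 40% or more relative to plate controls, in a single-dose primary screen at 18.75 µM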
TRPM1 prom inh – inhibitors of MITF-dependent TRPM1 promoter reporter, primary screen, cell-based, SK-MEL-5, single point, luciferase; SK-MEL-5 TRPM1 promoter luciferase, 24 h; inhibition, % at 12.5 µM; 0.83% of 330,000 active; AID 488899, 2010;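 active means mean inhibition across replicates of 60% or more, whatever share of single replicates reaches that level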; further: values of inactives mirror those of a sister screen read the other way
CF NFkB block – inhibitors of PAF-induced NF-kB signaling, primary screen, cell-based, GFP fluorescence, uHTS | 0.86% of 360,000 active | inhibition, % at 5 µM | KKLEB NF-kB-GFP reporter, GFP fluorescence overnight;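 active means at least 50% inhibition at 5 µM, scaled per plate between neutral and stimulator controls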;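 further: PAF is a Pseudomonas aeruginosa culture filtrate used as stimulus; plate controls were PAF-stimulated DMSO wells for no effect and unstimulated DMSO wells for full effect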
KKLEB cytotox – cytotoxicity in KKLEB CF airway cells, primary screen, cytotoxicity control for CF NF-kB inhibitor project, cell-based, uHTS, fluorescence assay plates. KKLEB CF airway cells viability, ATPlite luminescence, overnight; active compounds read low; cells stimulated with P. aeruginosa culture filtrate. activity change (cytotoxicity), % at 5 µM. 0.36% of 360,000 active. AID 602141, 2011;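 active means corrected activity change at or below -50% at 5 µM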
Numbers without * were called inactive; x = not tested or not shown.

The opening 2 entries as a preview:
SMILES	Peg3 promoter	TWEAK Fn14 block	aDG glyco up	NR2E3 ag-1	hiPSC survival	Shn3 3UTR inh	NR2E3 ag-2	HIF-2a block	TRPM1 prom inh	CF NFkB block	KKLEB cytotox
Cc1cc(C)c[n+](CC(=O)c2ccc(NC(=O)c3ccccc3)cc2)c1	4	-4	0.4	1	-0.3	-12	5	12	-6	0	5
O=C(Nc1ccccc1)c1cnc2ccccc2n1	-249	-5	-0.2	3	1.2	-71	-20	-235	-37	-20	7

The whole of this part, from the start:
SMILES	Peg3 promoter	TWEAK Fn14 block	aDG glyco up	NR2E3 ag-1	hiPSC survival	Shn3 3UTR inh	NR2E3 ag-2	HIF-2a block	TRPM1 prom inh	CF NFkB block	KKLEB cytotox
Cc1cc(C)c[n+](CC(=O)c2ccc(NC(=O)c3ccccc3)cc2)c1	4	-4	0.4	1	-0.3	-12	5	12	-6	0	5
O=C(Nc1ccccc1)c1cnc2ccccc2n1	-249	-5	-0.2	3	1.2	-71	-20	-235	-37	-20	7
COc1ccc(C(=O)Nc2ccc3nc(N4CCOCC4)sc3c2)cc1OC	-3	-12	-0.1	6	-0.2	1	-23	1	-3	16	26
CCc1cc(-c2ccc3c(c2)COc2c4ccccc4nn2-3)on1	-50	21	0.1	2	-5.3	32	-163	-148	-75	-7	-35
COc1ccc2c(c1)c(=O)oc1c(C)c(OCc3cc(C(=O)O)oc3C)ccc12	-27	79*	-0.3	3	-1.0	1	16	-20	12	-14	14
O=C(CCCNC(=O)c1ccc(Cl)cc1)Nc1ccc(F)c(S(=O)(=O)N2CCOCC2)c1	13	12	-0.2	3	0.5	7	7	12	9	-30	10
CC1(C(=O)Nc2cccc3cccnc23)CCN1Cc1ccccc1OC(F)F (stereo not drawn)	16	-3	-0.4	x	4.6	2	7	1	x	16	-7
COc1ccc(S(=O)(=O)N/N=C\c2ccc3c(c2)OCO3)c(OC)c1	19	18	0.0	x	-0.4	34	55	15	6	-42	11
Cc1cc(C)c(C)c(S(=O)(=O)N2CCCCC2C(=O)O)c1C (stereo not drawn)	15	7	-0.2	7	0.2	21	-17	24	-7	0	10
COCCN(CCOC)Cc1cc(=O)oc2ccccc12	0	-3	0.1	x	-1.1	-4	6	5	x	13	-8
CCN(CC(=O)Nc1cc(Cl)ccc1C)C(=O)CSCc1c(C)noc1C	-5	-18	0.2	3	-0.3	-8	14	5	0	7	-2
COc1ccc(CCC(=O)Nc2ccc3c(c2)OCCO3)cc1	-67	20	-0.3	-1	-3.4	-17	-3	-61	3	-16	2
CCOc1ccc(NC(=O)CNS(=O)(=O)c2c(C)cc(C)cc2C)cc1	14	-6	0.3	-4	-0.5	-30	-15	13	4	-1	-10
CCOC(=O)c1c(NC(=O)CC)sc(C(=O)N2CCCCC2)c1C	11	0	0.1	-1	1.0	0	-2	12	-12	-3	-1
CC(=O)Nc1cccc2c1C(=O)N(c1cccc(OC(C)=O)c1)C2=O	2	1	-0.3	3	1.2	-7	26	1	2	-8	10
COC(=O)c1c(-c2ccc(N(C)C)cc2)oc2c1C(OC)CCC2 (stereo not drawn)	x	6	1.5	x	0.8	x	-71	-181	x	x	x
CCN(CC)S(=O)(=O)c1ccc2c(c1)N(CC(=O)N1CCCC1)C(=O)CO2	4	12	0.0	-2	0.5	0	-25	20	-14	-12	1
CCn1c(Cn2nnc(-c3ccccc3)n2)nnc1SCC(=O)N1CCOCC1	12	3	-0.3	2	-2.3	-17	31	7	5	5	-5
C/C(=N\Nc1ccccc1C(=O)O)c1ccncc1	-318	5	-0.1	-1	0.2	-70	-89	-184	-74	12	2
C/C=C/c1ccc(OCCN2CCc3ccccc3C2)c(OC)c1	6	-11	0.6	2	-0.3	6	-16	14	12	-5	-6
N#CCC(=O)N1CCCCCC1	-8	-8	-0.4	-2	1.4	5	-4	24	-2	2	8
O=C1C(=O)N(CCCc2ccccc2)c2ccccc21	5	-13	-0.1	-3	-0.5	-1	-30	-1	-6	2	7
Cc1nc(C(=O)O)sc1C1(C)CC(c2cccc([N+](=O)[O-])c2)=NO1 (stereo not drawn)	12	3	-0.4	1	0.9	-4	-23	10	0	9	3
O=C(Nc1ccc(S(=O)(=O)NCc2ccco2)cc1)c1cccc(F)c1	-32	-9	0.1	-1	0.0	22	-15	-42	-12	-4	4
COc1ccc(-c2cc(C(=O)NN)n(-c3ccccc3)n2)cc1	-138	-2	-0.2	-2	-2.0	-21	-8	-115	-29	6	4
N#Cc1cc([N+](=O)[O-])ccc1NC(=O)CSc1n[nH]c(=O)n1C1CC1	-8	4	-0.2	1	-0.4	-6	19	7	11	18	-7
CC(C)CNS(=O)(=O)c1ccc(S(=O)(=O)NC2CCOC(C)(C)C2)cc1 (stereo not drawn)	25	2	0.1	1	4.7	11	11	-10	5	-4	-6
N#CC1(NC(=O)COC(=O)c2cc([N+](=O)[O-])ccc2N2CCCC2)CCCCC1	14	-14	-0.2	0	0.2	-1	-14	2	-2	12	-6
CCOC(=O)CNc1nc(Cl)nc(N2CCCCC2)n1	5	-4	0.0	5	0.2	5	1	0	-4	-12	5
Cc1cc(-c2ccccc2C(=O)O)on1	15	-5	-0.2	-6	-0.5	-5	3	11	2	-2	0
CCC1Oc2ccc(C)cc2N(Cc2cccc(C)c2)C1=O (stereo not drawn)	0	-16	-0.1	3	-0.1	-9	-8	-21	-7	16	7
Fc1ccc(NCc2nnc(SCc3ccccc3)o2)cc1	-10	-11	-0.1	3	-0.5	5	-37	-18	-6	-7	4
NC(=O)CCN(C(=O)c1cccc(S(=O)(=O)N2CCc3ccccc32)c1)c1ccccc1	12	12	0.1	4	-0.4	-2	-20	16	15	-10	14
CC(=O)N1c2ccc(S(=O)(=O)NCCC(=O)N(C)C3CCCCC3)cc2CC1C (stereo not drawn)	3	-2	0.0	-2	0.6	22	0	15	11	3	-3
CN(C)CCN=c1cc(-c2ccccc2)oc2ccc(Cl)cc12	-358	-26	-0.3	x	-0.8	-86	-115	-328	-36	-21	6
Cc1nn(-c2ccccc2)c2c1C(c1c(C)[nH]c(C#N)c1C)C(C#N)=C(N)O2 (stereo not drawn)	13	-9	-0.3	-2	0.0	2	7	8	-3	-2	-1
C#CCOCCOCCOCCNc1nc(N2CCOCC2)nc(N2CCN(C(=O)CCCCCCCCCCNC(=O)[C@@H]([C@H](C)CC)n3cc(CCCCCN)nn3)CC2)n1	53*	-39	-0.2	1	-0.2	2	-26	-2	19	1	8
COC(=O)c1ccc(CN2[C@H](C(=O)OC)C[C@@]3(O)[C@H](O)[C@H](O)[C@H](O)C[C@@H]23)cc1	-9	-3	0.1	1	-1.8	-1	-18	5	1	0	21
COCCN1Cc2cccc(C(=O)Nc3cccnc3)c2C1=O	10	-1	-0.2	-2	-0.6	-4	9	18	-14	1	-5
CCOC(=O)N1CCN(C(=O)/C(=C/c2ccc(F)cc2)NC(=O)c2ccccc2)CC1	12	11	0.7	3	-0.2	-6	-19	8	5	2	18
COc1ccc(N2CCN(C3=CC(=O)N(c4cccc(Cl)c4)C3=O)CC2)cc1	2	-16	0.1	2	-0.7	-24	9	14	-6	-4	-8
Cc1ccc(S(=O)(=O)N2CCCCC2)cc1NC(=O)CSCC(=O)O	-4	1	0.8	-1	-1.3	-20	12	11	3	-5	6
O=C(O)c1cc(-c2ccccc2Cl)n(-c2cccc(Cl)c2)n1	7	9	0.1	-2	-0.1	-10	-3	18	1	-9	3
O=C(NCC1CCCN(Cc2cccc(F)c2)C1)c1cccc2ccccc12 (stereo not drawn)	4	-3	-0.2	2	-0.4	-4	5	15	2	22	-1
O=C(CN1CCN(c2ccc(Cl)cc2[N+](=O)[O-])CC1)N1CCOCC1	0	-6	-0.1	-3	0.2	-5	-24	9	2	-15	-3
CC(C)N(c1ccccc1)c1ccc(NC(=O)[C@@H]2O[C@H](CO)[C@@H](O)[C@H]2O)cc1	1	41	0.2	x	2.8	-11	-7	6	x	12	-13
O=C(O)c1cc([N+](=O)[O-])cc([N+](=O)[O-])c1N1CCN(c2cccc(C(F)(F)F)c2)CC1	-64	-10	0.0	x	1.6	-14	-6	-106	-5	22	-7
COc1cc2c(=O)n(CCC(=O)NCC3CCCO3)c(=O)n(CC(=O)Nc3ccc(C)c(C)c3)c2cc1OC (stereo not drawn)	2	-7	0.1	4	1.7	7	-14	9	8	18	2
CCOc1ccc(/C=C/C(=O)c2cc(Br)ccc(=O)c2O)cc1	18	46	-0.2	-6	0.1	-3	5	-5	20	-4	-3
COc1ccc(N=C2SC(CC(=O)Nc3ccccc3)C(=O)N2CCN2CCOCC2)cc1 (stereo not drawn)	4	-18	0.0	-1	-0.3	-9	-30	13	2	-4	-8

Next compounds follow.
SMILES	Peg3 promoter	TWEAK Fn14 block	aDG glyco up	NR2E3 ag-1	hiPSC survival	Shn3 3UTR inh	NR2E3 ag-2	HIF-2a block	TRPM1 prom inh	CF NFkB block	KKLEB cytotox
CC1CCCCC1NC(=O)Cn1nnc(-c2ccc(Cl)cc2)n1 (stereo not drawn)	15	-1	0.2	3	-1.4	-4	23	10	6	-6	-16
COc1cc(C)c(S(=O)(=O)NOCc2ccccc2)c(C)c1C	19	7	0.0	1	0.5	-25	-24	23	-11	12	2
CCOC(=O)CC(NC(=O)Cn1nnc(-c2ccccc2F)n1)c1ccc(OC)cc1 (stereo not drawn)	0	11	0.1	0	2.4	-14	1	8	5	-2	-3
CCOC(=O)NC(=O)/C(C#N)=C/c1ccc(N(C)C)cc1	-40	-6	0.1	-6	-0.1	-20	-9	-69	-20	-12	4
O=C(O)C(c1ccccc1)N1C(=O)c2ccccc2C1=O (stereo not drawn)	14	13	0.0	2	0.9	1	-5	18	7	0	-8
CN(CC(=O)Nc1ccccc1Cl)C(=O)COc1cccc2c1OC(C)(C)C2	-2	0	-0.4	3	-0.4	3	16	2	-10	-37	11
O=C(COC(=O)c1ccccc1SCC(=O)N1CCCC1)Nc1ccccc1	-41	-9	0.0	-3	-0.2	8	-3	-12	5	6	6
CC(NC(=O)C1CCCN1S(=O)(=O)c1ccccc1)c1ccccc1 (stereo not drawn)	14	32	-0.2	-1	0.0	-13	-8	12	-7	-12	6
CC(C)Cc1cc(C(=O)NCc2cccnc2)no1	-49	-8	-0.4	2	-1.3	-3	-22	-64	x	12	17
CC(=O)c1sc(NC(=O)CSC(C)C(=O)Nc2cc(C)on2)nc1-c1ccccc1 (stereo not drawn)	2	11	-0.1	4	-0.4	25	0	2	-1	-61	7
